CaV13 FRET inh: Primary screen for inhibitors of IQ motif and Ca2+-dependent inactivation inhibitor domain binding in CACNA1D, Förster resonance energy transfer in living cells, …. HEK cells, CFP/YFP FRET ICDI-IQ, plate reader, 10 min; percent FRET-ratio fall versus neutral wells. inhibition, % at 12.3 µM. actives 0.098% (n = 340,000). AID 743397;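 active means mean replicate inhibition of at least 30% and at least 1% of replicates passing that level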;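 further: 0% = median of the neutral control wells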
Vif inh: HIV Vif self-association inhibitors, primary screen, imaging, HEK293T, single point; HEK293T cells, Vif self-association by quenched fluorescence, 24 h; inhibition, % at 7.49 µM; actives 0.35% (n = 340,000); in the data active means inhibition above about 50%, passing the limit was not always enough; further: some results filed as inactive read as strong as hits
PDI turbidity: inhibitors of human PDI, primary screen, biochemical, turbidity, single point, plate reader; PDI insulin aggregation turbidity, A650, 90 min; actives 0.052% (n = 350,000); inhibition, % at 10 µM; AID 588391, 2011;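 active means mean inhibition across replicates of 30% or more, whatever share of single replicates reach that level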;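 further: absorbance from insulin aggregation driven by PDI reduction with DTT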
Target sequence (P07237 whole entry, looked up): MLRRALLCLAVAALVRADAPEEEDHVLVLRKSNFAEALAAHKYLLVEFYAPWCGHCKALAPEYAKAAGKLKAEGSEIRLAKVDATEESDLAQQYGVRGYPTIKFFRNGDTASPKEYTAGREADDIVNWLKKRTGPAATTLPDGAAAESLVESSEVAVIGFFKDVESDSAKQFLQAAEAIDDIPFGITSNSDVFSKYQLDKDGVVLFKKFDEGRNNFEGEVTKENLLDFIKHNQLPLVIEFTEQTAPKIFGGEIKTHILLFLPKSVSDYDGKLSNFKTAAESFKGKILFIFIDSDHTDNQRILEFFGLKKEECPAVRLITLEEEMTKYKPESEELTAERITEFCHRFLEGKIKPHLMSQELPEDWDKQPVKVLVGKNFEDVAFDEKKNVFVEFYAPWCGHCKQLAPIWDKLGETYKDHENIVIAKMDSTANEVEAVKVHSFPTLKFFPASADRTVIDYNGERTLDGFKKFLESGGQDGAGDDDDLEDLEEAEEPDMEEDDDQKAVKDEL
HIF-2a inh: HIF-2a reporter inhibitors, primary screen, luminescence, 786-0 RCC cells; inhibition, % at 18.8 µM; actives 0.72% (n = 360,000); 786-0 RCC cells HIF-2a reporter, luciferase luminescence, overnight;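 active means inhibition of the luminescence signal of 40% or more relative to plate controls, in a single-dose primary screen at 18.75 µM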
Peg3 promoter: Peg3 promoter-driven luciferase inhibitors, primary screen, cell-based, HeLa, luciferase luminescence | HeLa PEG-Prom luciferase reporter, overnight | inhibition, % at 20 µM | actives 1.7% (n = 360,000);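 active means inhibition of at least 50% at 20 µM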
Shn3 inh set2: reduction of Shn3 3'UTR firefly luciferase signal, primary screen, Schnurri-3 inhibitor project, cell-based, Clone20 osteoblasts, set 2; AID 588674, 2011; Clone20 osteoblast Shn3 3'UTR firefly luciferase, 24 h; inhibition, % at 12.5 µM; actives 0.52% (n = 360,000);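 active means mean inhibition of at least 75% with every replicate also reaching 75%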;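 further: 0% = median of neutral control wells and 100% = pilot-screen positive control compound; some compounds past the cut are filed as inactive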
NR2E3 ag-1: NR2E3 agonists in two-hybrid cells, primary screen, cell-based, luminescence, CHO-S, Gal4-NCOR/VP16-NR2E3. Photoreceptor-specific nuclear receptor (Homo sapiens), Q9Y5X4. luciferase. inhibition of corepressor binding, % at 3.98 µM. actives 0.35% (n = 360,000). AID 602229, 2012;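 active means inhibition above the mean of all tested compounds plus 3 SD, cut at about 70% in these data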;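 further: 0% = DMSO with NR2E3 transfected cells and 100% = cells lacking NR2E3 construct; higher means lower luciferase signal from less NR2E3 corepressor binding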
Target sequence (Q9Y5X4 whole entry, looked up, the tested form may be a part): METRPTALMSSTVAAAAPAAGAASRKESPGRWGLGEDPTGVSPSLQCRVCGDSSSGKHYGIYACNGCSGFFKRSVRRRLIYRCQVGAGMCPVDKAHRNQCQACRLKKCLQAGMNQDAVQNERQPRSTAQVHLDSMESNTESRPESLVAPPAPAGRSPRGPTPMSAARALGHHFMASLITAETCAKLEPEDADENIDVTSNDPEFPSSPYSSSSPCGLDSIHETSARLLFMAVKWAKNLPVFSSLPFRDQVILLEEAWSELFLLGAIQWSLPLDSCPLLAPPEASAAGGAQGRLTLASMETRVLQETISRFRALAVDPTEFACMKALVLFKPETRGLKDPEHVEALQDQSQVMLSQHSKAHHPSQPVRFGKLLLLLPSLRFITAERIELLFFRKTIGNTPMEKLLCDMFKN
MITF TRPM1 inh: inhibitors of MITF-dependent TRPM1 promoter reporter, primary screen, cell-based, SK-MEL-5, single point, luciferase; SK-MEL-5 TRPM1 promoter luciferase, 24 h; inhibition, % at 12.5 µM; actives 0.83% (n = 330,000); AID 488899, 2010;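 active means mean inhibition across replicates of 60% or more, whatever share of single replicates reaches that level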; further: values of inactives mirror those of a sister screen read the other way
CF NFkB block: inhibitors of PAF-induced NF-kB signaling, primary screen, cell-based, GFP fluorescence, uHTS | KKLEB NF-kB-GFP reporter, GFP fluorescence overnight | inhibition, % at 5 µM | actives 0.86% (n = 360,000) | AID 588850, 2011;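 active means at least 50% inhibition at 5 µM, scaled per plate between neutral and stimulator controls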;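 further: PAF is a Pseudomonas aeruginosa culture filtrate used as stimulus; plate controls were PAF-stimulated DMSO wells for no effect and unstimulated DMSO wells for full effect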
KKLEB cytotox: cytotoxicity in KKLEB CF airway cells, primary screen, cytotoxicity control for CF NF-kB inhibitor project, cell-based, uHTS, fluorescence assay plates; activity change (cytotoxicity), % at 5 µM; KKLEB CF airway cells viability, ATPlite luminescence, overnight; stronger effect = lower value; cells stimulated with P. aeruginosa culture filtrate; actives 0.36% (n = 360,000); AID 602141, 2011;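 active means corrected activity change at or below -50% at 5 µM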
NR2E3 ag-2: inhibitors of NR2E3-RetCOR corepressor binding, primary screen, NR2E3 agonist project, biochemical, TR-FRET, GST-NR2E3, biotin-RetCOR. 1536-well. inhibition of corepressor binding, % at 4.78 µM. actives 0.12% (n = 320,000). AID 2300, 2010;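 active means percent inhibition above the cutoff of mean plus 3 SD of all tested compounds, set per screening campaign, cut at about 20% in these data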;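 further: 0% = DMSO wells and 100% = biotin wells as full block of FRET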
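Assay system: NR2E3–RetCOR corepressor complex. Quantity: 1.35 nM GST-NR2E3. Buffer or medium: pH 7.5 Tris-based buffer. Reagent: biotinylated RetCOR corepressor at 7 nM final. Schedule: 5 h at 4 °C. Detection: TR-FRET, emission read at 617 and 671 nm. Replicates: one well per compound, singlicate testing.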
Starred values were filed as active, the others as inactive; x = no result given.

SMILES	CaV13 FRET inh	Vif inh	PDI turbidity	HIF-2a inh	Peg3 promoter	Shn3 inh set2	NR2E3 ag-1	MITF TRPM1 inh	CF NFkB block	KKLEB cytotox	NR2E3 ag-2
Cc1ccc2c(c1C)NC(C)CC2C (configuration not stated)	1	4	11	12	3	0	-2	4	6	1	2
O=C(O/N=C1\CCCc2ccccc21)c1ccc(F)cc1	-3	-5	7	-138	-91	5	-17	-7	10	-6	3
CCOc1ccc(NS(=O)(=O)c2ccc3[nH]cc(C(=O)NCCOC)c(=O)c3c2)cc1	-5	16	5	11	6	-11	4	3	1	9	4
O=C(CSc1nc2[nH]ncc2c(=O)n1-c1ccccc1Br)NCc1ccco1	-5	4	3	0	3	9	-6	7	-2	-14	4
CC1(C(=O)O)CCN1C(=O)c1ccccc1F (configuration not stated)	-6	-3	0	9	-1	-12	-17	x	13	1	x
CC(=O)Nc1cccc(C(=O)OCC(=O)Nc2ccc(Cl)cn2)c1	-4	5	0	-75	-80	-43	8	-9	-22	6	-1
Cn1c(=O)c2ccccc2n(CC(=O)NC2CCCCC2)c1=O	-5	-4	1	11	12	-19	-23	-2	-5	-2	2
CC(=O)Nc1ccc(CN(C)c2c(C)nc3ccc(C(=O)NCCCn4ccnc4)cn23)cc1	-5	-6	-4	-7	-11	-20	-26	x	-2	3	x
Clc1ccccc1C(c1nnnn1Cc1ccco1)N1CCN(Cc2ccco2)CC1 (configuration not stated)	-3	8	1	14	-1	7	-17	-3	-15	8	-1
O=[N+]([O-])c1cc(C(F)(F)F)ccc1NC1CCN(Cc2ccccc2)C1 (configuration not stated)	-6	-8	3	18	6	-1	-7	0	12	-1	2
Cc1cc2c(=O)oc(-c3ccccc3Br)nc2s1	-5	-14	6	7	6	-16	-10	7	9	1	x
CC1=NN(c2nc3ccccc3s2)C(O)(C(F)(F)F)C1 (configuration not stated)	2	5	-3	2	12	-9	5	7	-6	16	1
COC(=O)[C@@]1(C)[C@H]2C(=O)N(Cc3ccccc3)C(=O)[C@H]2[C@H]2CN=C(SCc3ccc(Cl)cc3)N21	-4	-8	8	11	11	-3	-10	1	14	1	x
CCSc1nnc(NC(=O)CC(C)C)s1	3	-3	4	-55	-26	-11	-29	-12	-17	23	5
CN(CC(=O)N(CCO)Cc1ccccc1)S(=O)(=O)c1ccc2c(c1)c(=O)n(C)c(=O)n2C	-4	-2	-1	1	-8	-6	-9	-3	-10	-10	0
CCn1c(C2CCN(Cc3ccccc3)CC2)n[nH]c1=S	4	8	-2	19	12	-1	12	3	-5	4	1
O=C(NC1CCCCC1)c1cc2cc(Br)ccc2o1	-2	-5	9	-307	-364	-40	-156	-80	-34	2	3
NS(=O)(=O)c1ccc(CNC(=S)NC2CCCCC2)cc1	-7	0	5	5	6	12	15	12	-12	9	0
C[C@H](CO)N1C[C@H](C)[C@@H](CN(C)C(=O)Nc2ccccc2)Oc2ccc(NS(=O)(=O)c3ccc(F)cc3)cc2C1=O	-3	-7	2	11	-13	-11	-14	5	16	-13	x
CN(CCOc1ccccc1)C(=O)C1CCC(=O)N(CCCN2CCCC2=O)C1 (configuration not stated)	-2	9	1	9	-8	-5	-8	1	7	-6	-2
COc1ccc(NC(=O)c2cnc(SC)nc2)cc1	-4	7	10	-138	-39	-29	-15	-6	-6	0	-4
NC(=O)CC(NC(=O)Cc1ccc(Br)cc1)c1ccc(N2CCC(Cc3ccccc3)CC2)c([N+](=O)[O-])c1 (configuration not stated)	-12	0	10	12	51*	35	4	43	31	-42	-2
Cc1ncsc1CCC(=O)N1CCCC(C(=O)c2cccc(Cl)c2)C1 (configuration not stated)	-5	-4	5	9	3	22	-9	-6	-14	10	-1
COC(=O)C1C(=O)NCC1c1ccc(C)cc1 (configuration not stated)	-7	7	8	12	7	2	-16	7	-10	-2	-1
CCCn1c(Sc2nnnn2-c2ccccc2)n[nH]c1=O	-4	0	4	6	8	-12	-17	9	1	8	0

Profiles, looked up by structure:
O=C(CSc1nc2[nH]ncc2c(=O)n1-c1ccccc1Br)NCc1ccco1 reads CaV13 FRET inh = -5; Vif inh = 4; PDI turbidity = 3; HIF-2a inh = 0; Peg3 promoter = 3; Shn3 inh set2 = 9; NR2E3 ag-1 = -6; MITF TRPM1 inh = 7; CF NFkB block = -2; KKLEB cytotox = -14; NR2E3 ag-2 = 4
CC1=NN(c2nc3ccccc3s2)C(O)(C(F)(F)F)C1 (configuration not stated) reads CaV13 FRET inh = 2; Vif inh = 5; PDI turbidity = -3; HIF-2a inh = 2; Peg3 promoter = 12; Shn3 inh set2 = -9; NR2E3 ag-1 = 5; MITF TRPM1 inh = 7; CF NFkB block = -6; KKLEB cytotox = 16; NR2E3 ag-2 = 1

The listing picks up, repeating the 2 entries before the break.
SMILES	CaV13 FRET inh	Vif inh	PDI turbidity	HIF-2a inh	Peg3 promoter	Shn3 inh set2	NR2E3 ag-1	MITF TRPM1 inh	CF NFkB block	KKLEB cytotox	NR2E3 ag-2
COC(=O)C1C(=O)NCC1c1ccc(C)cc1 (configuration not stated)	-7	7	8	12	7	2	-16	7	-10	-2	-1
CCCn1c(Sc2nnnn2-c2ccccc2)n[nH]c1=O	-4	0	4	6	8	-12	-17	9	1	8	0
COc1cccc(Nc2ccc(C(=O)O)cc2N)c1	-21	-7	-9	-77	-29	-18	-65	-17	-12	8	-10
COc1ccccc1/C=C/CN1CCC(CO)(Cc2ccccc2)CC1	-5	-1	-11	13	3	6	6	1	21	0	6
COc1ccc(S(=O)(=O)NCc2ccccn2)cc1NC(=O)c1ccccc1F	-3	19	3	7	5	-2	-42	19	32	-19	1
CN(C)S(=O)(=O)c1ccc(C(=O)N2CCN(S(=O)(=O)c3cccs3)CC2)cc1	-5	-2	-1	11	13	16	-30	4	10	4	-3
CC(=O)NC(C)c1cc(Cl)c2cccnc2c1O (configuration not stated)	-5	9	-1	13	31	27	-21	10	24	-23	7
COc1ccc(NC(=O)Nc2ccc(N3CCCC3=O)cc2)cc1OC	-8	0	-4	-21	-15	3	-11	-4	13	-1	4
CC(=O)Nc1ccc2nc(NC(=O)c3cccs3)sc2c1	-3	-13	5	-175	-137	-39	-101	-35	2	8	6
C/C(=N\NC(=O)Cc1ccc(Cl)cc1)c1ccccn1	-2	0	12	22	104*	68	-9	80*	7	-9	0
CSc1cccc(NC(=O)CCn2c(=O)c3cccn3c3cccnc32)c1	-6	-6	9	6	1	13	1	6	-36	-14	-2
Cc1c(Cl)cn2c(=O)cc(CN3CCN(c4ccccc4)CC3)nc2c1Cl	-5	1	-6	-1	5	13	-16	0	-17	8	0
COc1ccc(S(=O)(=O)NC(=O)C2(C)CCN2C(=O)Cc2ccccc2Cl)cc1OC (configuration not stated)	-5	x	-1	13	9	8	-7	x	7	11	x
O=c1c(-c2ccc(F)cc2)coc2cc(O)ccc12	-7	-13	9	-278	-304	-85	-128	-62	-15	9	2
COc1cc(N)c2ncccc2c1Cl	-2	18	-6	12	14	-19	1	0	14	7	x
CCC(=O)N1COC[C@@H]1Cc1ccccc1	-3	-3	-1	17	7	-3	-13	-6	21	0	1
COc1ccc(/C=C/C(=O)NC(=S)Nc2ccc(Br)cn2)cc1	-2	1	-5	-135	-62	-24	-40	10	-11	0	-2
CCOC(=O)/C(=C(/C)N)C1CC(=O)NC1=O (configuration not stated)	-10	13	2	11	6	-14	11	x	12	-4	x
COc1ccc(CC(C)Nc2ccccc2F)cc1 (configuration not stated)	-20	5	6	-5	1	-49	10	-9	-11	5	-2
CCOC(=O)c1c(C)oc2c1c(CN1CCN(CCO)CC1)c(O)c1ccccc12	-3	4	-4	-19	-247	34	-163	-6	42	-9	x
O=C1NCCN1CCNc1nc(NCC2CC2)nc2cc(-c3ccccc3)sc12	-5	-7	6	-1	12	5	-14	x	6	-12	x
CC(/C=N/NC(=O)CCn1nnc2ccccc21)=C\c1ccccc1	-4	-7	4	-15	-24	12	-11	-21	-6	-9	0
Cc1nn(CCCNC(=O)C2CCCO2)cc1Br (configuration not stated)	-4	-2	9	18	5	-16	-17	2	-14	-3	2
O=C(NCCSCc1ccc(Cl)cc1Cl)c1ccc(CN2CCOCC2)cc1	-2	-20	-4	26	0	26	19	-3	6	-4	-1
CC(C)Cc1cc(C(=O)Nc2sc3c(c2C#N)CCCC3)no1	-3	x	x	-171	-78	3	-18	-12	18	-18	3

Molecules shown so far that contain a COOH group:
SMILES	CaV13 FRET inh	Vif inh	PDI turbidity	HIF-2a inh	Peg3 promoter	Shn3 inh set2	NR2E3 ag-1	MITF TRPM1 inh	CF NFkB block	KKLEB cytotox	NR2E3 ag-2
CC1(C(=O)O)CCN1C(=O)c1ccccc1F (configuration not stated)	-6	-3	0	9	-1	-12	-17	x	13	1	x
COc1cccc(Nc2ccc(C(=O)O)cc2N)c1	-21	-7	-9	-77	-29	-18	-65	-17	-12	8	-10

Rows are unselected; overall some 3.3% were active at least once.
